# Screening data deposited in PubChem BioAssay by Broad Institute.
# T cruzi intra: intracellular Trypanosoma cruzi inhibition. intracellular Trypanosoma cruzi in host cells, plate reader. activity score (inhibition), % at 5.01 µM. actives 4.9% (n = 22,000); in the data active means activity score above about 55%;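 further: parasites and compound incubated about four days before reading; 0% = median of neutral control wells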
# INS-1E ATP HTS: rescue of cytokine-induced death in INS-1E beta cells | INS-1E cytokine-induced death, ATP luminescence, 48 h; normalised: neutral wells 0, positive control 100 | protection from cytokine-induced ATP loss, % at 10 µM | actives 0.1% (n = 20,000);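 active means mean replicate protection from cytokine-induced ATP loss at least 50% and at least 75% of replicates each reaching 50%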
#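 Assay system: INS-1E rat cells / Quantity: 8000 cells per well / Medium: RPMI without phenol red, 5% FBS / Probe or stimulus: three-cytokine cocktail (IFN-γ, TNF-α, IL-1β) / Dosing: one compound concentration, pin transfer / Timing: 48 h co-treatment, 10 min post-lysis read / Technique: CellTiter-Glo luminescence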
# An asterisk follows results filed as active; x = not tested or not shown. Random draw from the library; about 5.6% have a hit in one of these screens.
SMILES,T cruzi intra,INS-1E ATP HTS
COc1ccc(S(=O)(=O)N(C)C[C@@H]2Oc3ccc(NC(=O)Nc4ccc(C(F)(F)F)cc4)cc3CC(=O)N([C@H](C)CO)C[C@H]2C)cc1,-10.3,-17.6
COc1ccc(CN(C)C[C@@H]2Oc3ccc(NC(=O)CCN4CCOCC4)cc3C(=O)N([C@@H](C)CO)C[C@@H]2C)cc1,-13.8,-3.0
COc1ccccc1CN(C)C[C@H]1OCc2cn(nn2)CCCC(=O)N([C@H](C)CO)C[C@@H]1C,-0.1,x
C[C@@H]1CN([C@H](C)CO)C(=O)c2cc(NC(=O)Nc3ccccc3)ccc2O[C@@H]1CN(C)S(=O)(=O)c1cn(C)cn1,-14.0,2.5
CC(C)NC(=O)N(C)C[C@H]1Oc2c(NC(=O)c3ccc(-c4nccs4)cc3)cccc2C(=O)N([C@H](C)CO)C[C@@H]1C,3.9,10.6
C[C@H]1CN([C@@H](C)CO)C(=O)c2cc(NC(=O)CCN3CCOCC3)ccc2O[C@@H]1CN(C)Cc1ccc(C(F)(F)F)cc1,-18.0,x
C[C@@H]1CN([C@@H](C)CO)C(=O)Cc2cc(NC(=O)Nc3ccc(C(F)(F)F)cc3)ccc2O[C@@H]1CN(C)S(=O)(=O)c1cccs1,72.8*,-20.2
Cc1noc(C)c1NC(=O)N(C)C[C@@H]1Oc2ccc(NS(=O)(=O)c3c(C)noc3C)cc2C(=O)N([C@@H](C)CO)C[C@@H]1C,-34.6,1.9
Cc1noc(C)c1NC(=O)Nc1cccc2c1O[C@@H](CN(C)S(C)(=O)=O)[C@H](C)CN([C@@H](C)CO)C2=O,-22.1,5.6
C[C@@H]1CN([C@@H](C)CO)C(=O)c2cccc(NC(=O)Nc3ccc4c(c3)OCO4)c2O[C@@H]1CN(C)S(C)(=O)=O,-29.5,14.0
C[C@@H]1CCCCO[C@H](CN(C)C(=O)NC2CCCCC2)[C@@H](C)CN([C@H](C)CO)C(=O)c2cc(N(C)C)ccc2O1,18.3,-0.8
C[C@@H]1CCCCO[C@@H](CN(C)C(=O)Cc2ccccc2)[C@@H](C)CN([C@H](C)CO)C(=O)c2cc(NS(=O)(=O)c3cn(C)cn3)ccc2O1,-18.1,6.9
Cc1noc(C)c1NC(=O)N(C)C[C@H]1Oc2c(NC(=O)C3CC3)cccc2C(=O)N([C@H](C)CO)C[C@@H]1C,-17.7,6.3
C[C@@H]1CN([C@H](C)CO)C(=O)Cc2cc(NC(=O)Nc3ccc(C(F)(F)F)cc3)ccc2O[C@H]1CN(C)S(=O)(=O)c1ccccc1,14.8,-18.1
C[C@@H]1CN([C@@H](C)CO)C(=O)c2cc(NC(=O)CCN3CCOCC3)ccc2O[C@@H]1CN(C)C(=O)Nc1ccc2c(c1)OCO2,-3.9,x
C[C@H]1CN([C@@H](C)CO)C(=O)Cc2cc(NC(=O)Nc3ccc(F)cc3)ccc2O[C@@H]1CN(C)S(=O)(=O)c1cccs1,-19.5,18.4
C[C@@H]1CN([C@H](C)CO)C(=O)Cc2cc(NC(=O)Cn3cnnn3)ccc2O[C@@H]1CN(C)C(=O)Nc1ccc2c(c1)OCO2,-6.7,7.1
C[C@@H]1CN([C@H](C)CO)C(=O)c2cc(NS(=O)(=O)c3ccc(Cl)cc3)ccc2O[C@H]1CN(C)CC1CCCCC1,3.6,-9.1
C[C@@H]1CN([C@@H](C)CO)C(=O)Cc2cc(NC(=O)C3CC3)ccc2O[C@@H]1CN(C)Cc1ccccc1,3.5,-3.7
CC(C)NC(=O)N(C)C[C@H]1Oc2ccc(NS(=O)(=O)c3cn(C)cn3)cc2C(=O)N([C@@H](C)CO)C[C@H]1C,-2.9,7.0
CC(C)NC(=O)Nc1ccc2c(c1)CC(=O)N([C@@H](C)CO)C[C@H](C)[C@H](CN(C)Cc1ccc(Cl)c(Cl)c1)O2,16.8,-5.7
C[C@@H]1CN([C@H](C)CO)C(=O)c2cc(NC(=O)CCCN(C)C)ccc2O[C@H]1CN(C)S(=O)(=O)c1ccc(F)cc1,-35.3,9.7
C[C@H](CO)N1C[C@H](C)[C@@H](CN(C)C(=O)NC2CCCCC2)Oc2ccc(NC(=O)c3ccncc3)cc2C1=O,9.5,6.6
C[C@H](CO)N1C[C@H](C)[C@H](CN(C)Cc2ccc3c(c2)OCO3)Oc2ccc(NC(=O)Nc3ccccc3)cc2CC1=O,-2.3,-2.1
COc1ccc(CN(C)C[C@H]2Oc3c(NC(=O)NC4CCCCC4)cccc3C(=O)N([C@H](C)CO)C[C@H]2C)cc1,-43.7,-9.2

# Going on with the list:
SMILES,T cruzi intra,INS-1E ATP HTS
C[C@@H]1CN([C@@H](C)CO)C(=O)c2cccc(NS(=O)(=O)c3cn(C)cn3)c2O[C@@H]1CN(C)S(=O)(=O)c1ccc(F)cc1,-1.6,9.0
C[C@@H]1CCCCO[C@H](CN(C)S(=O)(=O)c2ccccc2)[C@@H](C)CN([C@H](C)CO)C(=O)c2cc(NS(=O)(=O)c3ccc(F)cc3)ccc2O1,19.0,-6.6
C[C@@H]1CN([C@H](C)CO)C(=O)c2cccc(NC(=O)Nc3ccc4c(c3)OCO4)c2O[C@H]1CN(C)Cc1ccc2c(c1)OCO2,17.3,4.2
C[C@H]1CN([C@@H](C)CO)C(=O)c2cc(NC(=O)Nc3ccc(C(F)(F)F)cc3)ccc2O[C@@H]1CN(C)CC1CCCCC1,4.8,-1.3
Cc1noc(C)c1S(=O)(=O)Nc1cccc2c1O[C@H](CN(C)Cc1ccc3c(c1)OCO3)[C@H](C)CN([C@H](C)CO)C2=O,-12.8,-9.0
Cc1noc(C)c1NC(=O)Nc1ccc2c(c1)C(=O)N([C@H](C)CO)C[C@@H](C)[C@H](CN(C)Cc1ccc(C(=O)O)cc1)O2,-6.8,5.1
C[C@@H]1CN([C@@H](C)CO)C(=O)c2cccc(NC(=O)c3cnccn3)c2O[C@H]1CN(C)C,-19.3,6.8
CC(C)NC(=O)Nc1cccc2c1O[C@@H](CN(C)C(=O)NC(C)C)[C@@H](C)CN([C@@H](C)CO)C2=O,-18.7,5.7
COc1ccc(S(=O)(=O)Nc2ccc3c(c2)CC(=O)N([C@@H](C)CO)C[C@H](C)[C@@H](CN(C)Cc2ccc(-c4ccccc4)cc2)O3)cc1,73.0*,-65.8
C#CCOc1ccc(/C=N/NC(=O)c2ccccn2)cc1,-30.4,-15.7
C[C@@H]1CN([C@H](C)CO)C(=O)c2cc(N(C)C)ccc2O[C@@H]1CN(C)C(=O)Nc1ccc2c(c1)OCO2,-4.6,-0.1
C[C@H](CO)N1C[C@H](C)[C@@H](CN(C)CC2CCCCC2)Oc2ccc(NC(=O)Nc3ccc(C(F)(F)F)cc3)cc2C1=O,10.1,-27.6
COc1ccc(S(=O)(=O)N(C)C[C@H]2Oc3ccc(NS(C)(=O)=O)cc3CC(=O)N([C@@H](C)CO)C[C@@H]2C)cc1,0.4,2.4
C[C@@H]1CN([C@H](C)CO)C(=O)CCCn2cc(nn2)CO[C@@H]1CN(C)S(=O)(=O)c1cccs1,3.8,x
C[C@@H]1CN([C@H](C)CO)C(=O)Cc2cc(NC(=O)Nc3ccccc3)ccc2O[C@@H]1CN(C)CC1CCCCC1,13.1,-4.7
CC(C)NC(=O)N(C)C[C@@H]1Oc2ccc(NS(=O)(=O)c3ccccc3)cc2C(=O)N([C@@H](C)CO)C[C@@H]1C,-15.5,x
C[C@@H]1CN([C@H](C)CO)C(=O)c2cc(NC(=O)CCCN(C)C)ccc2O[C@@H]1CN(C)S(=O)(=O)c1ccccc1,9.6,2.6
C[C@@H]1CN([C@@H](C)CO)C(=O)c2cccc(NC(=O)c3ccc(-c4nccs4)cc3)c2O[C@H]1CN(C)C(=O)Nc1ccc2c(c1)OCO2,-23.8,13.4
C[C@@H]1CCCCO[C@H](CN(C)S(=O)(=O)c2ccc(F)cc2)[C@@H](C)CN([C@H](C)CO)C(=O)c2cc(NS(=O)(=O)c3cccs3)ccc2O1,-14.4,-8.4
COc1ccc(CN(C)C[C@H]2Oc3ccc(NC(=O)NC(C)C)cc3CC(=O)N([C@H](C)CO)C[C@H]2C)cc1,-8.4,8.9
C[C@H]1CN([C@@H](C)CO)C(=O)c2cccc(NC(=O)Nc3ccccc3)c2O[C@H]1CN(C)C(=O)Nc1ccc(C(F)(F)F)cc1,21.4,-15.4
C[C@@H]1CN([C@@H](C)CO)C(=O)c2cc(NS(C)(=O)=O)ccc2O[C@@H]1CN(C)Cc1ccccc1,-0.3,4.0
C[C@@H]1CN([C@H](C)CO)C(=O)c2cccc(NS(C)(=O)=O)c2O[C@H]1CN(C)Cc1ccc(Cl)c(Cl)c1,-3.7,6.2
C[C@H]1CN([C@@H](C)CO)C(=O)c2cccc(NC(=O)c3nc4ccccc4s3)c2O[C@H]1CN(C)S(=O)(=O)c1cn(C)cn1,14.5,3.3
C[C@H](CO)N1C[C@H](C)[C@H](CN(C)S(C)(=O)=O)Oc2ccc(NC(=O)CCC(F)(F)F)cc2C1=O,-1.8,x

# Next section.
SMILES,T cruzi intra,INS-1E ATP HTS
C[C@H]1CN([C@@H](C)CO)C(=O)c2cc(NC(=O)Nc3ccc(C(F)(F)F)cc3)ccc2O[C@H]1CN(C)Cc1ccc(C(=O)Nc2ccccc2N)cc1,25.1,-17.8
C[C@H](CO)N1C[C@H](C)[C@H](CN(C)S(=O)(=O)c2ccc(Oc3ccccc3)nc2)OCc2cnnn2CCCC1=O,10.9,x
C[C@@H]1CN([C@H](C)CO)C(=O)Cc2cc(NC(=O)CCC(F)(F)F)ccc2O[C@H]1CN(C)C(=O)Nc1ccc2c(c1)OCO2,-14.8,8.1
C[C@@H]1CN([C@H](C)CO)C(=O)Cc2cc(NS(=O)(=O)c3ccc(F)cc3)ccc2O[C@H]1CN(C)Cc1ccc(-c2ccccc2)cc1,62.1*,-13.2
C[C@@H]1CN([C@H](C)CO)C(=O)Cc2cc(NS(=O)(=O)c3ccc(F)cc3)ccc2O[C@@H]1CN(C)C(=O)Nc1ccccc1,-8.2,7.8
Cc1cc(C(=O)Nc2cccc3c2O[C@@H](CN(C)Cc2ccc4c(c2)OCO4)[C@@H](C)CN([C@@H](C)CO)C3=O)n(C)n1,-5.5,-3.8
C[C@H]1CN([C@@H](C)CO)C(=O)c2cc(NS(=O)(=O)c3ccc(F)cc3)ccc2O[C@H]1CN(C)C(=O)Nc1ccc2c(c1)OCO2,-2.3,x
C[C@@H]1CCCCO[C@H](CN(C)C(=O)c2ccccc2)[C@@H](C)CN([C@H](C)CO)C(=O)c2cc(NC(=O)Nc3ccc4c(c3)OCO4)ccc2O1,-3.8,3.3
C[C@H]1CN([C@@H](C)CO)C(=O)CCCn2cc(nn2)CO[C@@H]1CN(C)C(=O)Cc1ccccc1,-18.5,3.9
C[C@H]1CN([C@@H](C)CO)C(=O)Cc2cc(N(C)C)ccc2O[C@H]1CN(C)S(=O)(=O)c1cccs1,13.2,4.8
C[C@H](CO)N1C[C@H](C)[C@@H](CN(C)C(=O)Nc2ccccc2)Oc2ccc(NC(=O)Cc3cn(C)c4ccccc34)cc2C1=O,-1.0,-3.4
C[C@@H]1CN([C@@H](C)CO)C(=O)c2cc(NC(=O)CCCN(C)C)ccc2O[C@@H]1CN(C)Cc1ccc(-c2ccccc2)cc1,-17.7,-0.8
C[C@H](CO)N1C[C@H](C)[C@H](CN(C)Cc2ccc(Cl)c(Cl)c2)Oc2ccc(NC(=O)Nc3ccccc3)cc2CC1=O,74.8*,-33.6
C[C@H](CO)N1C[C@H](C)[C@@H](CN(C)S(=O)(=O)c2cccs2)Oc2ccc(NS(=O)(=O)c3ccc(Cl)cc3)cc2C1=O,43.6,-6.2
C[C@H](CO)N1C[C@H](C)[C@@H](CN(C)C(=O)Nc2cccc3ccccc23)Oc2ccc(NC(=O)Nc3ccc(F)cc3)cc2C1=O,1.8,0.0
C[C@@H]1CCCCO[C@@H](CN(C)C(=O)Nc2ccc3c(c2)OCO3)[C@@H](C)CN([C@H](C)CO)C(=O)c2cc(NC(=O)CCCCCC(=O)Nc3ccccc3N)ccc2O1,-27.1,-10.3
CNC[C@@H]1Oc2c(N)cccc2C(=O)N([C@H](C)CO)C[C@@H]1C,-16.0,-1.3
COc1ccc(S(=O)(=O)Nc2ccc3c(c2)CC(=O)N([C@@H](C)CO)C[C@@H](C)[C@@H](CN(C)C(=O)NC2CCCCC2)O3)cc1,-45.7,-12.5
C[C@@H]1CCCCO[C@@H](CN(C)C(=O)CCCN(C)C)[C@@H](C)CN([C@H](C)CO)C(=O)c2cc(NC(=O)C3CCCCC3)ccc2O1,-10.9,13.3
C[C@H]1CN([C@@H](C)CO)C(=O)Cc2cc(NS(=O)(=O)c3ccc(Cl)cc3)ccc2O[C@H]1CN(C)C(=O)NC1CCCCC1,1.8,5.8

# Full records, quoted from the list. Screens in order: T cruzi intra	INS-1E ATP HTS
# C[C@H]1CN([C@@H](C)CO)C(=O)c2cc(NC(=O)Nc3ccc(C(F)(F)F)cc3)ccc2O[C@H]1CN(C)Cc1ccc(C(=O)Nc2ccccc2N)cc1 in the list: 25.1	-17.8
# C[C@@H]1CN([C@H](C)CO)C(=O)Cc2cc(NC(=O)CCC(F)(F)F)ccc2O[C@H]1CN(C)C(=O)Nc1ccc2c(c1)OCO2 in the list: -14.8	8.1
# COc1ccc(S(=O)(=O)Nc2ccc3c(c2)CC(=O)N([C@@H](C)CO)C[C@@H](C)[C@@H](CN(C)C(=O)NC2CCCCC2)O3)cc1 in the list: -45.7	-12.5
# C[C@H](CO)N1C[C@H](C)[C@H](CN(C)Cc2ccc(Cl)c(Cl)c2)Oc2ccc(NC(=O)Nc3ccccc3)cc2CC1=O in the list: 74.8*	-33.6
